# Source: PubChem BioAssay (National Center for Advancing Translational Sciences (NCATS))
# FEN1 inh: blocks human flap endonuclease 1. P39748. hit rate 0.35% among 390,000. Recombinant FEN1 flap cleavage, fluorescence, 15 min. Potency, µM (titrated, usually from 114 µM), for inactives: top-dose activity change, negative = inhibition, usual class: inhibitors. AID 588795; further: nearly all actives have a fitted effect of over 65% in size
# Target sequence (P39748 whole entry, looked up): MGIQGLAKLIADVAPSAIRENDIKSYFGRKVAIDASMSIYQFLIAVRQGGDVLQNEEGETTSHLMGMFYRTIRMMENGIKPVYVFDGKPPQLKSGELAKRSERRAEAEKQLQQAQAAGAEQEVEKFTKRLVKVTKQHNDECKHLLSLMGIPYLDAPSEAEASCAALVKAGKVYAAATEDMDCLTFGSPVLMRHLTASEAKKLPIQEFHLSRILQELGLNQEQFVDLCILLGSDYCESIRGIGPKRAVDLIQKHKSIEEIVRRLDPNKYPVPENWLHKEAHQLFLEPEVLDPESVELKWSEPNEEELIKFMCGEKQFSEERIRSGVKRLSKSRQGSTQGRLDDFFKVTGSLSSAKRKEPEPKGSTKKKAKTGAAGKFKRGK
#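 Read-out was taken twice, immediately and after 15 min, following addition of 50 nM substrate to 10 nM FEN1 that had sat with test compound for 15 min at room temperature. Curves came from a four-parameter Hill model.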
# DT40 TDP1 CPT: DT40-hTDP1 cell growth loss with CPT; chicken DT40 Tdp1-/-;hTDP1 cells + 20 nM CPT, ATP luminescence, 48 h; Potency, µM (highest dose often 46.2 µM), for the others: at the top dose activity change, negative = growth inhibition, actives largely listed as inhibitors; hit rate 12% among 420,000; AID 686979; further: nearly all actives have a fitted effect of over 55% in size
#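 Chicken DT40 Tdp1-/- cells complemented with human TDP1, 400 cells/well, exposed to compounds plus 20 nM camptothecin for at least 48 h at 37 C; viability read as ATP content by CellTiter-Glo luminescence.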
# N370S GC mod: inhibits or activates N370S mutant glucocerebrosidase; P04062; Potency, µM (highest dose often 59.4 µM), for inactives: top-dose activity change, negative = inhibition, most hits filed as inhibitors; hit rate 0.092% among 330,000; AID 2101; N370S GC spleen homogenate, 4MU-glucoside fluorescence;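 further: 0% = full enzyme activity and -100% = no enzyme basal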
# Starred values were filed as active, the others as inactive; u = inconclusive; x = no result given; & = joins results of further samples. The call rests on the fitted dose curve; in most records, active means well fitted curve in the direction sought with a large enough effect; inconclusive means small, poorly fitted or top-dose-only effect, or another doubt; inactive means no such curve, though single readings can be large; an effect the other way counts as inactive or inconclusive. Unless noted, on the % scale 0 is the no-effect control and ±100 the full control effect; potency means the concentration at half of the fitted maximal effect.
canonical_smiles,FEN1 inh,DT40 TDP1 CPT,N370S GC mod
CCOC(=O)c1cnc2nc(C)nn2c1N,3%,7%,-1%
Cc1c(Br)c([N+](=O)[O-])nn1CC(=O)Nc1cccc2nonc12,-5%,15%,-3%
CCOc1ccc(-c2cccc(NS(=O)(=O)c3ccc(F)cc3F)c2)nn1,-3%,u,x
CCn1cc(C(=O)NCCCN2CCCC(C)C2)c(=O)c2cc(S(=O)(=O)N3CCc4ccccc4C3)ccc21 (stereo unspecified),-4%,23µM*,-15%
COc1ccc2[nH]c(C(=O)N/N=C/c3ccccc3OC)cc2c1,-26%,7.3µM*,-9%
CC(C)C(=O)N[C@@H]1c2ccccc2CC[C@H]1OCc1ccccc1,3%,u,x
CCn1c(CC(=O)Nc2ccc(C)cc2)nnc1SCC(=O)Nc1nc(C)cs1,4%,u,8%
Cc1ccc(CN2COc3c(Cl)cc4c(-c5ccccc5)cc(=O)oc4c3C2)cc1,-6%,-22%,x
COc1ccc(C(=O)COC(=O)c2sc(C)nc2C)cc1OC,22%,-23%,x
CCOC(=O)C(CCCOc1ccccc1C)C(=O)OCC,-18%,-1%,1%
Cc1nc2ccccc2cc1C(=O)O,0%,-1%,19%
COCCn1c(Cc2ccccc2)nnc1SCC(=O)N(C)C,15%,0%,2%
CC1CCC(C(C)C)C(OC(=O)C2=C3c4ccccc4S(=O)(=O)N3CC2)C1 (stereo unspecified),3%,u,-8%
COc1ccc(S(=O)(=O)N2CCCN(CC(=O)Nc3ccccc3F)CC2)cc1,11%,-28%,-4%
CCCn1c(C)cc(/C=C(\C#N)C(=O)OCC(=O)N(C)c2c(N)n(Cc3ccccc3)c(=O)[nH]c2=O)c1C,-4%,-14%,6%
Cc1cc2ncc(C(=O)Nc3ccccc3)c(C)n2n1,8%,-11%,9%
Cc1nn2c(NCc3ccccn3)cc(C(C)C)nc2c1-c1ccccc1,u,16µM*,24%
COc1ccccc1N1CCN(/N=C/c2c(C)nn(-c3ccccc3)c2C)CC1,-25%,u,-3%
COc1cc2nc(SCC(=O)Nc3ccccc3C)n3nc(CCn4c(C)nc5ccccc54)nc3c2cc1OC,0%,2.9µM*,x
O=c1[nH]c(CSc2ncn[nH]2)nc2ccccc12,-1%,14%,-1%
O=C(CCn1cnc2ccccc2c1=O)Nc1ccc(S(=O)(=O)N2CCCCC2)cc1,-1%,-5%,-21%
COc1ccc(C(=S)N2CCC(C(N)=O)CC2)cc1Br,16%,-13%,1%
COc1ccccc1OCC(=O)Nc1ccc(S(=O)(=O)N2CCCC2)cc1,2%,u,2%
O=C(Nc1nc(-c2ccc(Br)cc2)cs1)c1cccnc1,1%,-2%,3%

# Complete entries, looked up by structure.
# `O=c1[nH]c(CSc2ncn[nH]2)nc2ccccc12` is listed as FEN1 inh: -1%; DT40 TDP1 CPT: 14%; N370S GC mod: -1%
# `O=C(Nc1nc(-c2ccc(Br)cc2)cs1)c1cccnc1` is listed as FEN1 inh: 1%; DT40 TDP1 CPT: -2%; N370S GC mod: 3%

# Other records
canonical_smiles,FEN1 inh,DT40 TDP1 CPT,N370S GC mod
COc1ccc(OC)c(C2=Nn3c(nnc3-c3ccncc3)SC2)c1,-10%,u,x
O=C(Nc1cccc(Cl)c1)C1CCCN1S(=O)(=O)c1cccc2cccnc12 (stereo unspecified),10%,u,x
COc1ccccc1N1CCN(c2cc(C)nc3nc(C)nn23)CC1,-16%,-6%,24%
Cc1cc(C)nc(NC(=O)c2ccc(Cl)cc2Cl)n1,-8%,-13%,5%
COc1cccc(NC(=O)C2CCCN2C(=O)Nc2cccc(F)c2)c1 (stereo unspecified),-2%,-24%,-5%
COc1ccc(OCc2nnc(-c3ccccc3)o2)cc1,7%,11%,x
CCSc1nnc(-c2cc(Br)ccc2NC(C)=O)c(=O)[nH]1,-4%,4%,-6%
COc1ccc(S(=O)(=O)NCCCn2ccnc2)cc1C(C)(C)C,11%,30%,-2%

# (cont.)
SMILES	FEN1 inh	DT40 TDP1 CPT	N370S GC mod
CCC(=O)N1CCC2(CC1)Oc1ccc(Cl)cc1C(=O)C21CC(c2ccc(Cl)cc2)=NO1 (stereo unspecified)	8%	u	-7%
S=c1nc2[nH]c3ccccc3c2n[nH]1	-11%	4%	x
Cc1cccc(OCc2nc(-c3ccccn3)n[nH]2)c1	-8%	21µM*	11%
CCCCCCn1c(SCC(=O)c2ccccc2)nc2c1c(=O)[nH]c(=O)n2C	-13%	u	9%
COc1ccc(C(=O)OCC(=O)Nc2ccccc2)cc1[N+](=O)[O-]	-13%	-4%	0%
O=C(Cc1cccs1)Nc1nnc(SCC(=O)NC2CCCCC2)s1	1%	-25%	4%
O=C(NCc1ccc(F)cc1)C(=O)NCC(c1cccs1)S(=O)(=O)c1cccs1 (stereo unspecified)	6%	u	x
Cc1ccc(CNS(=O)(=O)c2ccc3c(c2)C(C)(C)C(=O)N3C)cc1	-9%	8%	-16%
O=C(COC(=O)c1oc2ccccc2c1COc1ccccc1)NCCN1C(=O)CSC1=O	5%	u	3%
CSc1ccccc1C(=O)NC1CCSc2ccccc21 (stereo unspecified)	-13%	u	-13%
Cc1ccc(C)c(N2CCN(S(=O)(=O)c3ccc4c(c3)OCCO4)CC2)c1	-13%	-14%	11%
CC1(C)Cc2c(C#N)c(SCCC#N)nc(N3CCOCC3)c2CO1	-5%	6%	0%
CC(=O)Nc1ccc(-c2nnc(SCC(=O)NCc3ccco3)n2C)cc1	-2%&-8%	2%&0%	12%
CC(C)NC(=O)c1cc(-c2ccco2)on1	10%	u	5%
CC(C)(C)OC(=O)[C@H](Cc1ccccc1)NC(=O)c1[nH]cnc1C(=O)N[C@@H](Cc1ccccc1)C(=O)OCc1ccccc1	-5%	16µM*	1%
O=C(COC(=O)/C=C/c1c(F)cccc1Cl)NCC1CCCO1 (stereo unspecified)	-1%	2%	-10%
Cc1ccc(Cn2c(C(=O)O)c(CNC3CCCC3)c3ccc(C)cc32)cc1	0%	u	x
CCCCN(C(C)=O)C1CC(=O)N(c2ccc(OCCC)cc2)C1=O (stereo unspecified)	18%	4%	-5%
CC1CN(C(C)C)C(=S)NC1=O (stereo unspecified)	8%	6%	x
CC(CNC(=O)c1ccc(CSc2nc3ccncc3n2Cc2ccc(F)cc2)cc1)c1ccccc1 (stereo unspecified)	12%	12%	x
O=C(NC1CCCCCC1)c1nc2ncccn2n1	6%	3%	8%
COc1cc2c(C(=O)N3CCN(c4ccccc4F)CC3)cn(C)c(=O)c2cc1OC	-2%	-8%	9%
COc1ccc(CNC(=O)CSc2ccc(Br)cc2)cc1OC	-4%	-16%	20%
N#Cc1cccc(NC(=O)CNc2cccc(S(=O)(=O)N3CCCC3)c2)c1	0%	u	-1%
CCOCCCNc1ccc(N2C(=O)CCCC2=O)cc1[N+](=O)[O-]	13%	-1%	-5%
C/C(=N/NC(=O)Cc1c(C)[nH][nH]c1=O)c1ccc(O)cc1	-3%	-4%	-2%
CCNc1ncc2nc(-c3ccccc3)c(=O)n(C[C@H]3CCCO3)c2n1	x	-4%	u
COc1ccc(N(Cc2cc3ccccc3[nH]c2=O)S(C)(=O)=O)cc1	-5%	-29%	-12%
CCC1CCCCN1CCCNC(=O)C1CCN(c2nnc(-n3cccc3)s2)CC1 (stereo unspecified)	0%	11%	-1%
CCOC(=O)CN(C(=O)CSc1nnc(CNc2ccc(C)cc2C)o1)c1ccccc1	u	u	-3%
CCN(CC)S(=O)(=O)c1ccc(C(=O)Oc2ccc3c(c2)OCO3)cc1	-11%	-27%	9%
O=C(O)c1ccccc1C(=O)NC1=NN(c2ccccc2)CC1	9%	10%	-11%
CCOC(=O)c1ccc(NC(=O)CN2C(=O)CCC2=O)cc1	11%	10%	-16%
Cc1nn(Cc2ccc(Cl)cc2)c2sc(C(=O)O)cc12	4%	11%	0%
O=C1c2ccccc2NC(c2ccc(O)cc2)N1Cc1ccco1 (stereo unspecified)	-17%&-1%	-2%&-2%	u
O=C(Cn1c(C(F)(F)F)nc2ccccc21)c1ccc(Cl)cc1	5%	u	1%
C=C1CCC2[C@](C)(CO)[C@H](O)CC[C@@]2(C)[C@@H]1C/C=C1\C(=O)OC[C@H]1O (stereo partly specified)	7%	3.7µM*	-5%
Cc1cccc(N(C)C(=O)C2CCN(S(=O)(=O)c3cccc4nonc34)CC2)c1	-2%	u	x
O=C(c1sc2ccccc2c1Cl)N(Cc1ccccc1)C1CCS(=O)(=O)C1 (stereo unspecified)	-2%	-30%	7%
Cc1ccccc1CN1CCN(CC(=O)NCc2ccccc2Cl)C1=O	6%	1%	x
CCOC(=O)c1[nH]c(C)c(CCC(=O)Nc2cc(C)ccc2OC)c1C	19%	-28%	x
CN(Cc1ccccc1)S(=O)(=O)c1ccc(N2CCCC2=O)cc1	-1%	u	x
CC(C)Cc1nnc(NS(=O)(=O)Cc2ccccc2)s1	-11%	-23%	0%
CCc1ccccc1NC(=O)CCC(=O)N1CCSc2ccccc21	20%	u	-4%
CC(C)CC(=O)N1CC(=O)Nc2ccc(F)cc2C1c1ccccc1 (stereo unspecified)	19%&3%	-1%&-28%	2%
CCOC(=O)C1CCN(c2cc(C)nc3ccc(OC)cc23)CC1	-19%	u	-5%
CCOC(=O)COc1cccc2c(=O)n(CC(=O)NCCc3ccccc3)ccc12	-5%	-16%	9%
CCCCn1c(N)c(N(CC(C)C)C(=O)c2ccc(N(C)S(=O)(=O)c3ccc(C)cc3)cc2)c(=O)[nH]c1=O	-1%	-22%	-3%

# Compounds listed so far that contain an aryl methoxy group, in the order listed:
SMILES	FEN1 inh	DT40 TDP1 CPT	N370S GC mod
COc1ccc2[nH]c(C(=O)N/N=C/c3ccccc3OC)cc2c1	-26%	7.3µM*	-9%
COc1ccc(C(=O)COC(=O)c2sc(C)nc2C)cc1OC	22%	-23%	x
COc1ccc(S(=O)(=O)N2CCCN(CC(=O)Nc3ccccc3F)CC2)cc1	11%	-28%	-4%
COc1ccccc1N1CCN(/N=C/c2c(C)nn(-c3ccccc3)c2C)CC1	-25%	u	-3%
COc1cc2nc(SCC(=O)Nc3ccccc3C)n3nc(CCn4c(C)nc5ccccc54)nc3c2cc1OC	0%	2.9µM*	x
COc1ccc(C(=S)N2CCC(C(N)=O)CC2)cc1Br	16%	-13%	1%
COc1ccccc1OCC(=O)Nc1ccc(S(=O)(=O)N2CCCC2)cc1	2%	u	2%
COc1ccc(OC)c(C2=Nn3c(nnc3-c3ccncc3)SC2)c1	-10%	u	x
COc1ccccc1N1CCN(c2cc(C)nc3nc(C)nn23)CC1	-16%	-6%	24%
COc1cccc(NC(=O)C2CCCN2C(=O)Nc2cccc(F)c2)c1 (stereo unspecified)	-2%	-24%	-5%
COc1ccc(OCc2nnc(-c3ccccc3)o2)cc1	7%	11%	x
COc1ccc(S(=O)(=O)NCCCn2ccnc2)cc1C(C)(C)C	11%	30%	-2%
COc1ccc(C(=O)OCC(=O)Nc2ccccc2)cc1[N+](=O)[O-]	-13%	-4%	0%
COc1cc2c(C(=O)N3CCN(c4ccccc4F)CC3)cn(C)c(=O)c2cc1OC	-2%	-8%	9%
COc1ccc(CNC(=O)CSc2ccc(Br)cc2)cc1OC	-4%	-16%	20%
COc1ccc(N(Cc2cc3ccccc3[nH]c2=O)S(C)(=O)=O)cc1	-5%	-29%	-12%
CCOC(=O)c1[nH]c(C)c(CCC(=O)Nc2cc(C)ccc2OC)c1C	19%	-28%	x
CCOC(=O)C1CCN(c2cc(C)nc3ccc(OC)cc23)CC1	-19%	u	-5%

# These rows are one share of the data; rates above refer to the full screens.
